Compound activity from PubChem BioAssay.
BaF3 tox: parental Ba/F3 cell viability inhibition, counter-screen for JAK2V617F inhibitor project, murine pro-B, CellTiter-Glo luminescence. CellTiter-Glo ATP luminescence. inhibition, % at 5.6 µM. hit rate 1.1% among 220,000. AID 1486, 2009;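 active = inhibition above a per-campaign cutoff, the mean inhibition of all tested compounds plus 3 SD, cut at about 27% in these data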;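 also: 0% = DMSO wells and 100% = JAK Inhibitor I control wells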
TbHK1 inh: Trypanosoma brucei hexokinase 1 inhibitors, primary screen, biochemical, G6PDH-coupled NADH absorbance, MLSCN library. inhibition, % at 10 µM. hexokinase 1 [Trypanosoma brucei]. hit rate 0.11% among 220,000. recombinant TbHK1, G6PDH-coupled NADH A340;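 active = inhibition of 50% or more in the single-dose primary screen; inactive = inhibition below 50%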
PPC-1+TRAIL kill: compounds killing PPC-1 cancer cells with TRAIL present, primary screen, TRAIL potentiator project, ATPLite luminescence, uHTS | PPC-1 cells + TRAIL, ATPLite viability luminescence | cell killing (% activity), % at 4 µM | hit rate 0.41% among 220,000;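 active = cell killing above 50% in the first pass at 4 µM, then a duplicate retest at 5 µM averaging 50% or more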;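 also: plate controls were cells with TRAIL plus DMSO for no effect and medium-only wells lacking cells for full effect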
Furin inh: human furin inhibitors, primary screen, biochemical, fluorescence intensity; P09958; purified furin, fluorogenic substrate cleavage; inhibition, % at 30 µM; hit rate 0.061% among 220,000; in the data active = inhibition above about 25%; also: inactives centre near -15
Target sequence (P09958 108-714 limits assumed): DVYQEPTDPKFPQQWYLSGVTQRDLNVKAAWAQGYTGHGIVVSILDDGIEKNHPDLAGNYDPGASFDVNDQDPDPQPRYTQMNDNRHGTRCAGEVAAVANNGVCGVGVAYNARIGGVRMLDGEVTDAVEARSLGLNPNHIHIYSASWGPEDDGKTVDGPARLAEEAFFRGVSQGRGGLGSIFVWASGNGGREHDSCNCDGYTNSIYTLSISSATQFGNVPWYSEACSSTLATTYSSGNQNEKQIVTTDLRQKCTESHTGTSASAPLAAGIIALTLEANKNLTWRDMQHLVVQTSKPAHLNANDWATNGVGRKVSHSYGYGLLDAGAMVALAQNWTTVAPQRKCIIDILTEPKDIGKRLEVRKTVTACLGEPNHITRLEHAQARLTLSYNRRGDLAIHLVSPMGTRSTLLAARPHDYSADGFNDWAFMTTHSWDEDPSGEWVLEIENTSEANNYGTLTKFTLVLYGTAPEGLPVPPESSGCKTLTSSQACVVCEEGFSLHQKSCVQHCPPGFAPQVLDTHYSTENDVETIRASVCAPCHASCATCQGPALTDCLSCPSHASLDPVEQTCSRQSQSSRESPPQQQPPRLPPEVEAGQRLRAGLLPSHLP
p97 ATPase inh: inhibitors of human p97 ATPase, primary screen, biochemical; Transitional endoplasmic reticulum ATPase (Homo sapiens), P55072; recombinant p97 ATPase, Kinase-Glo ATP luminescence, 3 h; inhibition, % at 8 µM; hit rate 0.42% among 220,000; AID 1481, 2009; in the data active = inhibition above about 15%;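 also: 0% = DMSO vehicle and 100% = wells lacking enzyme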
p47phox inh: p47phox/p22phox peptide binding inhibitors, primary screen, biochemical, uHTS, NADPH oxidase regulatory subunit. hit rate 0.53% among 220,000. fluorescence polarization, 2 h. Neutrophil cytosol factor 1 (Homo sapiens), P14598. inhibition, % at 24.7 µM;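 active = inhibition above about 30%, limit read from the data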;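 also: 0% = p47phox with labelled peptide and 100% = labelled peptide alone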
Target sequence (P14598 whole entry, looked up): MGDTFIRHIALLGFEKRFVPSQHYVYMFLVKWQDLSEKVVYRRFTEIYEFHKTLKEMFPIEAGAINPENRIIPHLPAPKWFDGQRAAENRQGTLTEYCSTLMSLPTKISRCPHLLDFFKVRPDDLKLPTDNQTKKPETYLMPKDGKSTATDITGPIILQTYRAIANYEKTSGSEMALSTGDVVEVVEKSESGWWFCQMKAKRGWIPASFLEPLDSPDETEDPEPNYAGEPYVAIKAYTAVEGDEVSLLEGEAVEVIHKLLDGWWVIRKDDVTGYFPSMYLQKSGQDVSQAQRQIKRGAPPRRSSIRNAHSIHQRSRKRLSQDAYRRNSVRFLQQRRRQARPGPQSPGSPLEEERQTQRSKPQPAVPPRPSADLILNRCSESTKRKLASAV
EP2 antag: human EP2 receptor antagonists, primary screen, TR-FRET cAMP, C6 glioma cells; Prostaglandin E2 receptor EP2 subtype (Homo sapiens), P43116; C6 glioma cells expressing human EP2; cells stimulated with saturating PGE2; inhibition, % at 25 µM; hit rate 0.52% among 260,000; AID 1422, 2008;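 active = percent inhibition above 40 after rounding to a whole number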;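 also: rat C6 glioma host cells with rolipram phosphodiesterase inhibitor present; the protocol text gives 20 µM as final concentration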
Ba/F3 V617F tox: reduced viability of JAK2V617F-dependent Ba/F3 cells, primary screen, JAK2V617F inhibitor project, cell-based, Ba/F3 EpoR-JAK2V617F, luminescence | hit rate 1.1% among 220,000 | AID 1446, 2008 | inhibition, % at 5.6 µM | ATP luminescence;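 active = inhibition above the campaign mean plus 3 SD over all tested compounds, cut at about 24% in these data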;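 also: cytokine-independent growth of Ba/F3 cells driven by EpoR plus mutant JAK2; 0% = DMSO-treated cells and 100% = JAK inhibitor I control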
RBBP9 inhibitor: human RBBP9 inhibitors, primary screen, biochemical, fluorescence polarization, FP-Rh probe, HTS; AID 1515, 2009; hit rate 0.2% among 220,000; inhibition, % at 7.94 µM; Serine hydrolase RBBP9 (Homo sapiens), O75884; recombinant RBBP9;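 active = inhibition above the campaign mean of all tested compounds plus 3 SD, cut at about 14% in these data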;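 also: plate controls were DMSO wells with RBBP9 for no effect and wells lacking RBBP9 protein for full effect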
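System: RBBP9 protein | Quantity: 2.5 µM RBBP9 dispensing solution, before mixing | Reagent: FP-Rh probe, 375 nM dispensing solution | Timing: Enzyme-compound preincubation 30 min, then probe labeling 45 min, 25 °C | Measured by: Fluorescence polarization | Read-out: % inhibition | Replication: One well per compound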
* hit, by the source's call; · = not tested or not shown; & = joins results of further samples; [ ] = remark or other dose. Some of the compounds tested, so the mix of outcomes need not match the whole.

SMILES	BaF3 tox	TbHK1 inh	PPC-1+TRAIL kill	Furin inh	p97 ATPase inh	p47phox inh	EP2 antag	Ba/F3 V617F tox	RBBP9 inhibitor
C/C(=N\NC(=O)c1cc(C)oc1C)c1ccc2c(c1)OCO2	7.9	1.3	9.5	-26.7	-0.9	·	6.9	3.9	1.0
O=C1C(Cl)=C(Nc2ccccc2O)C(=O)N1c1ccccc1	7.0	2.5	-1.5	-7.2	5.7	-11.2	12.1	-0.5	-4.8
O=C(CSc1nnc(-c2ccccc2)o1)Oc1ccc(Br)cc1	0.4	-0.8	3.3	-6.2[20 µM]	0.6	-8.1	5.9	-3.6	-2.5
CC(=O)c1cccc(CN2CCC(CO)(Cc3ccccc3)CC2)c1	-1.7	-8.1	10.2	-8.8	3.3	7.5	7.4	-1.6	-8.2
NC(=O)CN1CCN(C2CC(=O)N(CCc3ccccc3)C2=O)CC1 (stereo unspecified)	1.5	1.1	7.7	-21.3	5.4	-8.3	4.3	-4.0	-2.0
CCCn1c(SCC(=O)NC(C)c2ccccc2)n[nH]c1=O (stereo unspecified)	0.6	3.1	-1.2	-13.1	-8.7	2.4	5.8	5.1	-17.1
O=C(c1ccc(Cl)cc1)c1cnc(Nc2ccccc2Cl)s1	0.5	2.8	36.9	-6.4[20 µM]	-3.1	13.7	13.5	-3.7	-2.8
O=C(C1=NN[C@@H]2C(=O)N(c3ccccc3C(F)(F)F)C(=O)[C@H]12)c1cnccn1	0.4	-49.7	2.6	-2.3	-4.0	-0.4	6.1	0.8	-5.5
CC(C)CCN1CC(C(=O)NCc2ccccc2)CC1=O (stereo unspecified)	2.3	4.2	11.4	-22.2[20 µM]	5.3	-5.9	2.7	-1.5	-9.2
COCCCNCC1C(Oc2ccc(Cl)cc2)C(=O)N1c1ccccc1C (stereo unspecified)	8.4	11.4	1.7	-5.9	-6.2	-4.8	4.8	2.2	0.5
Cc1ccc(Cl)c(NC(=O)CN2CCNC(=O)C2)c1Cl	9.4	-2.0	18.6	-20.4	0.8	-8.8	9.9	2.7	-2.2
C=CCn1c(C(c2ccccc2)c2ccccc2)n[nH]c1=S	7.7	4.7	-7.3	-7.4	1.8	-8.7	8.4	-2.0	-7.4
O=C1CC2(CCCCC2)Oc2ccc(O)cc21	6.6	0.3	-8.1	-3.0	-5.3	-25.7	5.6	2.8	-4.2
CCCOC(=O)C1C2C=C[C@]3(CN(CCc4ccccc4)C(=O)[C@H]13)O2 (stereo partly specified)	4.4	1.6	7.3	-15.0	6.2	-5.1	9.1	0.1	-3.6
CNC(=S)/N=C(\Nc1ccc(C)cc1)c1ccccc1	1.7	-19.9	-11.8	-16.6	5.2	-3.7	8.6	-1.7	-4.0
Cc1nc(NC(C)c2ccccc2)sc1C(=O)Nc1ccccc1 (stereo unspecified)	3.2	-14.5	4.7	-20.8	-1.4	-8.1	9.7	1.3	-2.9
O=c1oc2cc(Oc3c([N+](=O)[O-])cc(C(F)(F)F)cc3[N+](=O)[O-])ccc2c2c1CCCC2	5.4	-4.6	0.8	-27.2[20 µM]	8.3	-5.4	15.2	0.7	-0.6
COc1ccccc1NC(=S)N(Cc1ccco1)Cc1cc2cc(C)c(C)cc2[nH]c1=O	6.9	-7.3	12.3	-12.9	3.0	-29.2	3.7&7.4	9.3	-7.0
CCN(C(=S)Nc1cccnc1)c1cccc2ccccc12	2.9	-2.9	25.5	-20.2	1.5	-13.4	1.6	-1.9	-0.6
Cc1ccc(NC(=O)CN(C)C(=O)COc2cccc3cccnc23)cc1	5.1	-11.1	-16.3	-15.6	-0.9	-0.5	12.0	1.1	-3.6
Cc1cc(C)cc(N2C(=O)CC(Cn3nc(C)cc3C)C2=O)c1 (stereo unspecified)	2.2	0.5	6.9	-10.7	-4.4	-11.7	8.8	-0.3	-8.4
CCOc1ccc(NC(=O)CN2CCN(C3c4ccccc4-c4ccccc43)CC2)cc1	8.1	-2.3	10.9	-14.6[20 µM]	-4.2	-4.1	9.8	-0.8	-8.0
CCOC(=O)C1CCCN(C(=O)CSc2ccc(Br)cc2)C1 (stereo unspecified)	10.1	-1.8	20.6	-27.9	1.8	-6.6	8.2	1.8	1.9
Cc1ccsc1C(C(=O)NC1CCCCC1)N(C(=O)c1csnn1)C1CC1 (stereo unspecified)	1.7	-1.2	-5.2	-0.5	3.1	-4.3	8.1	-4.4	-2.6
COc1ccc(N2CCN(C(=O)Cn3nnc(-c4cccs4)n3)CC2)cc1	-0.3	5.2	16.0	-25.9	3.8	-19.2	10.7&9.8	-4.9	-9.3
SMILES	BaF3 tox	TbHK1 inh	PPC-1+TRAIL kill	Furin inh	p97 ATPase inh	p47phox inh	EP2 antag	Ba/F3 V617F tox	RBBP9 inhibitor
O=C(COc1ccc(Cl)cc1Cl)NCCCn1ccnc1	7.8	-3.4	-11.0	-25.7	2.1	-10.5	13.2	-2.9	-8.2
O=C(N/N=C\c1ccccc1)c1ccccc1-n1cccc1	-0.5	-5.3	-1.6	-32.2	2.2	-4.5	2.5	-1.1	-1.2
COc1ccc(N2CCN(C(=O)CSc3nnc(NC(=O)C4CC4)s3)CC2)cc1	3.2	4.9	3.7	-12.8	-3.6	-9.9	2.6	4.2	-10.3
Cc1ccnc(N/C=C(/NC(=O)c2ccccc2)C(=O)NN)n1	4.1	-5.7	0.2	-22.9	2.5	-1.7	9.9	0.4	6.8
CCOC(=O)CC(=O)CSc1nc(-c2ccc3c(c2)OCO3)cc(C(F)(F)F)c1C#N	6.2	-12.6	5.0	-21.4	-1.6	-12.9	6.7	0.6	-8.6
OCCN(Cc1ccccc1)Cc1ccc(F)c(F)c1	7.6	-6.7	-1.3	-18.1	0.1	-5.8	4.7	0.5	-3.5
COc1ccc(NC(=S)N=Nc2c(O)[nH]c3ccccc23)cc1	2.0	-11.2	22.6	-18.1	0.2	-8.6	5.0	-2.3	3.2
COc1ccc(NC(=O)N(CCCN2CCOCC2)Cc2cccnc2)c(OC)c1	2.1	-7.4	·	-17.8	6.9	·	8.0	-5.4	-6.9
O=C(c1ccc2ccccc2n1)N1CCN(c2ccccc2O)CC1	-1.2	-5.1	9.7	-13.9[20 µM]	1.0	-7.9	6.8	-0.9	-1.4
COc1ccc2[nH]c(=O)c(CN(CCCN(C)C)C(=O)Nc3ccc(F)cc3)cc2c1	6.4	13.5	9.6	-12.7	5.0	0.9	8.5	1.4	-7.7
CCS(=O)(=O)c1ccc(O)c(NC(=O)CCCC(=O)O)c1	-0.6	-10.4	-9.5	-11.2	8.4	2.6	8.0	-0.7	0.0
O=C(NC1CCCCC1)N(Cc1cc2cc3c(cc2[nH]c1=O)OCCO3)CC1CCCO1 (stereo unspecified)	0.7	-27.8	3.0	-33.7	1.1	-16.2	14.0	-1.1	-0.6
CCOC(=O)c1[nH]c2ccccc2c1N=CN(C)C	-1.1	-13.4	·	-15.0[20 µM]	3.1	·	2.9	-2.3	-8.5
O=c1c2ccccc2nc(SCc2cccc(F)c2)n1Cc1ccco1	4.6	8.6	9.8	-24.7[20 µM]	1.5	2.2	7.3	-3.3	-6.0
CC(C)CCN1CN(S(=O)(=O)c2cccs2)c2nc3ccccc3nc21	0.8	-4.8	15.1	-20.4[20 µM]	2.2	-7.0	13.6	-3.1	-3.5
COc1ccc(-c2nc(C#N)c(NCCCN3CCOCC3)o2)cc1	1.1	-22.4	26.8	-45.4	4.8	-5.2	·	-0.6	4.3
O=C(Cn1cc(C(=O)C2CC2)c2ccccc21)NCc1ccccc1	0.4	0.3	0.7	-9.5[20 µM]	-4.8	-8.5	1.9	0.3	-8.7
COC(=O)C1=NN[C@H](C(=O)OC(C)(C)C)[C@H]1c1ccccc1	-1.7	-3.6	-11.3	8.6	6.0	-6.4	2.5	-6.8	-2.5
COc1ccc(N2C(=O)c3ccccc3NC2(C)C)cc1	-1.4	-0.6	30.5	-37.3	4.7	0.4	4.4	-3.4	2.1
COc1cc(C(F)(F)F)nc2ccc(C#CCOC(=O)Nc3ccccc3)cc12	2.6	-7.3	1.3	-28.9	0.0	-8.9	12.3	0.1	-6.1
CSc1nnc2c(n1)OC=Nc1ccccc1-2	2.9	-13.5	35.8	-17.7[20 µM]	-1.0	5.8	9.2	-1.3	-3.0
COc1ccc(O)c(C2=Nc3ccccc3N=C(c3ccccc3)C2)c1	-11.6	-11.7	0.7	-20.5	2.0	1.7	4.7	2.6	-3.5
Cc1ccc2cc(CCNC(=O)CC(C)C)c(=O)[nH]c2c1	8.1	-14.9	·	-13.4	1.7	3.2	6.0	69.0*	-0.9
O=S(=O)(c1ccc(Cl)cc1)N1CCN(c2ncccn2)CC1	9.2	-2.8	21.2	-19.8	3.7	-7.1	3.6	0.8	3.4
Nc1ccc2c(c1)Nc1ccccc1CC2	4.1	0.0	-4.7	-18.8	7.0	-15.0	11.9	-1.3	-5.8

Of the compounds above, seven contain an aryl thioether with sulfur outside any ring.
SMILES	BaF3 tox	TbHK1 inh	PPC-1+TRAIL kill	Furin inh	p97 ATPase inh	p47phox inh	EP2 antag	Ba/F3 V617F tox	RBBP9 inhibitor
O=C(CSc1nnc(-c2ccccc2)o1)Oc1ccc(Br)cc1	0.4	-0.8	3.3	-6.2[20 µM]	0.6	-8.1	5.9	-3.6	-2.5
CCCn1c(SCC(=O)NC(C)c2ccccc2)n[nH]c1=O (stereo unspecified)	0.6	3.1	-1.2	-13.1	-8.7	2.4	5.8	5.1	-17.1
CCOC(=O)C1CCCN(C(=O)CSc2ccc(Br)cc2)C1 (stereo unspecified)	10.1	-1.8	20.6	-27.9	1.8	-6.6	8.2	1.8	1.9
COc1ccc(N2CCN(C(=O)CSc3nnc(NC(=O)C4CC4)s3)CC2)cc1	3.2	4.9	3.7	-12.8	-3.6	-9.9	2.6	4.2	-10.3
CCOC(=O)CC(=O)CSc1nc(-c2ccc3c(c2)OCO3)cc(C(F)(F)F)c1C#N	6.2	-12.6	5.0	-21.4	-1.6	-12.9	6.7	0.6	-8.6
O=c1c2ccccc2nc(SCc2cccc(F)c2)n1Cc1ccco1	4.6	8.6	9.8	-24.7[20 µM]	1.5	2.2	7.3	-3.3	-6.0
CSc1nnc2c(n1)OC=Nc1ccccc1-2	2.9	-13.5	35.8	-17.7[20 µM]	-1.0	5.8	9.2	-1.3	-3.0
